CHT PAM – allosterically activates the human high affinity choline transporter | Q9GZV3 | CHT-expressing cells, membrane potential dye, choline EC20; hits give high values; LV-AA mutant CHT in HEK293 cells | B-score at 10 µM | AID 488977 | 310,000 tested, 0.49% active;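 active = initial fluorescence not abnormally high and integrated response B-score, plate-corrected, over 3 SD above library mean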
Target sequence (Q9GZV3 whole entry, looked up): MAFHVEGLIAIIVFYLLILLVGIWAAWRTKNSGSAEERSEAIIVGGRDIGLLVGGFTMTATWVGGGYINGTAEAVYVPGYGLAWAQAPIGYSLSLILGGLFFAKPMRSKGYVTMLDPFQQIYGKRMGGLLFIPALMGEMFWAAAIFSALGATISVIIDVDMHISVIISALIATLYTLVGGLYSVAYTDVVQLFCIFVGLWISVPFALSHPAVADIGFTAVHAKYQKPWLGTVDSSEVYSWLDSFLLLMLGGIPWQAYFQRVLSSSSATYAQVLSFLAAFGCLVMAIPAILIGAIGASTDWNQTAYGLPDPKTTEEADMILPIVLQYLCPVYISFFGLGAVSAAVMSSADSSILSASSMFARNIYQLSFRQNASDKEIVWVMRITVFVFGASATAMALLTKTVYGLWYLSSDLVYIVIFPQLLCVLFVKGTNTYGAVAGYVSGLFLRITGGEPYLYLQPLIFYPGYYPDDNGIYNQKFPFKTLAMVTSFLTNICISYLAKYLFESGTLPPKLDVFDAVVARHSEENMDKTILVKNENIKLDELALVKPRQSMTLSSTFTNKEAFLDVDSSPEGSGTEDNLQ
CHT block – inhibitors of human choline transporter CHT. Q9GZV3. CHT-expressing cells, membrane potential dye, choline response; hits give low values. B-score at 10 µM. 310,000 tested, 0.86% active;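 active = B-score over 3 SD under the library average, and starting fluorescence ratio not unusually high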;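 note: choline stimulus applied at its EC90 after an EC20 pre-addition; B-score computed on integrated fluorescence ratio after choline addition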
Calls only; i = inactive.

compound | CHT PAM | CHT block
CC(C)(C)NC(=O)C1CCCN(S(=O)(=O)c2cccc3cccnc23)C1 (stereo not given) | i | i
COc1ccc(NC(=O)c2ccc(Cc3ccc(C)cc3)o2)cc1 | i | i
Cn1c2ccccc2c(=O)c2ccc(-c3ccc4c(c3)OCO4)cc21 | i | i
Cc1ccc(-c2nn(-c3cccc(F)c3)cc2CNCc2cccnc2)o1 | i | i
CC(c1nc2ccccc2c(=O)[nH]1)N(C)c1ccc2ccccc2c1 (stereo not given) | i | i
Cc1c(Nc2nc3ccccc3nc2NS(=O)(=O)c2cccs2)c(=O)n(-c2ccccc2)n1C | i | i
C#CCOCCOCCOCCNc1nc(N2CCN(C(=O)C([C@@H](C)CC)n3cc(C(N)Cc4ccc(O)cc4)nn3)CC2)nc(N2CCN(C(=O)[C@H](CCC(=O)O)n3cc(C(N)CO)nn3)CC2)n1 (stereo not given in full) | i | i
O=C(c1c(F)cccc1F)N1CCCc2ccccc21 | i | i
NS(=O)(=O)c1ccc(CNC(=S)NC2CCCCC2)cc1 | i | i
CN(C)c1ccc(/C=[N+](\[O-])C2N(c3ccccc3)C(=S)SC2(C)C)cc1 (stereo not given) | i | i
O=[N+]([O-])c1cc(C(F)(F)F)ccc1NC1CCN(Cc2ccccc2)CC1 | i | i
O=C(O)Cc1sc(NCCc2ccccc2)nc1-c1ccc(F)cc1 | i | i
CC1CCCCN1CCCNC(=O)C1CCN(c2nnc(-n3cccc3)s2)CC1 (stereo not given) | i | i
CCOc1cc(C=C(C#N)C#N)ccc1Oc1ccc([N+](=O)[O-])cn1 | i | i
COc1cc2c(cc1OC)C(c1ccccc1)N(C(=O)c1cccc(S(C)(=O)=O)c1)CC2 (stereo not given) | i | i
N#Cc1cc([N+](=O)[O-])ccc1NCCN1CCOCC1 | i | i
CC(C)NC(=O)COCc1cc(-c2ccc3c(c2)OCO3)on1 | i | i
C=C1CSc2nc(=O)c3c4c(sc3n21)CCCC4 | i | i
Oc1ccc2ccccc2c1N=Nc1nccs1 | i | i
CC(C)CC(=O)NC(NC(=O)CC(C)C)c1cccc([N+](=O)[O-])c1 | i | i
O=C(CSc1nnc(-c2ccncc2)o1)NCc1ccccc1Cl | i | i
CC(C)Oc1ccc(/C(O)=C2/C(=O)C(=O)N(CCCn3ccnc3)C2c2cccnc2)cc1 (stereo not given) | i | i
CC(C)C(NC(=O)OCc1ccccc1)C(=O)NC(Cc1ccc(O)cc1)C(=O)O (stereo not given) | i | i
O=C(Cn1c(=O)oc2cc(S(=O)(=O)N3CCOCC3)ccc21)N1CCc2ccccc2C1 | i | i
CCn1c2ccccc2c2cc(NC(=O)N3CCOCC3)ccc21 | i | i
COc1ccc(CNC(=O)C2CCCN2S(=O)(=O)c2ccc(C)cc2)cc1 (stereo not given) | i | i
CC(NC(=O)c1ccccc1[N+](=O)[O-])C1CC2CCC1C2 (stereo not given) | i | i
COc1ccccc1CNS(=O)(=O)c1ccc(-n2cnnn2)c(OC)c1 | i | i
O=C(Cn1c(C(F)(F)F)nc2ccccc21)N/N=C/c1ccco1 | i | i
COc1ccc(N2CCN(CCNC(=O)Nc3cccc(C)c3C)CC2)cc1 | i | i

(next part)
compound | CHT PAM | CHT block
CC(/C=C/c1ccco1)=N\NC(=O)CNc1ccc2ccccc2c1 | i | i
CCSc1nc(=O)n(-c2ccccc2)c(C)c1C(C)=O | i | i
CC1CCCN(c2nc3c(c(=O)[nH]c(=O)n3C)n2Cc2ccccc2Cl)C1 (stereo not given) | i | i
O=C(O)c1cccnc1Sc1ncnc2sc3c(c12)CCC3 | i | i
O=C(CN1CCN(c2ccccn2)CC1)Nc1cccc(F)c1 | i | i
CCN1C(=O)CC2(C[N+]3(C)CCC2CC3)C1=O (stereo not given) | i | i
CC1(C)Cc2nc3scc(NC(=O)c4ccccc4)c3cc2CO1 | i | i
CN1CCN(CCn2c(=S)[nH]c3ccccc3c2=O)CC1 | i | i
COc1ccc(N2C(=O)CC(NNC(=O)c3cc(C)oc3C)C2=O)cc1 (stereo not given) | i | i
CC(/C=C/c1ccccc1)=N/NC(=O)CNC(=O)c1ccc2c(c1)OCO2 | i | i
Cc1cc(C(=O)NCc2ccco2)cs1 | i | i
O=C(C#Cc1ccccc1)c1cccc([N+](=O)[O-])c1 | i | i
COc1ccc2c(c1OC)C(=O)OC2Nc1ccccc1S(=O)(=O)C(F)F (stereo not given) | i | i
O=C(NCCSc1c[nH]c2ccccc12)c1ccco1 | i | i
COc1ccc(S(=O)(=O)Nc2ccccc2SC)cc1C | i | i
COc1ccc(/C=N/NC(=S)NCCc2ccccc2)cc1 | i | i
Cc1ccc(C(NC(=O)NCCCN2CCOCC2)=C(Cl)Cl)cc1F | i | i
COc1ccc(S(=O)(=O)Nc2cc(C(=O)NCCC(C)C)ccc2N2CCOCC2)cc1 | i | i
O=C(CSc1nnc(-c2ccncc2)n1Cc1ccccc1)NC1CCCCC1 | i | i
Cc1onc(-c2ccccc2)c1C(=O)NCc1cccnc1 | i | i
C=CCn1c(SCc2csc(-c3ccc(Cl)cc3)n2)nnc1-c1ccccc1OC | i | i
O=[N+]([O-])c1cc(S(=O)(=O)N2CCCCC2)ccc1NCCN1CCOCC1 | i | i
O=C(c1ccccc1)N1CCN(c2ccc([N+](=O)[O-])c(NCC3CCCO3)c2)CC1 (stereo not given) | i | i
COC(=O)c1scc(C)c1-n1ccc(C(=O)C(=O)N(C)C)c1 | i | i
CCOC(=O)CSC1=C(C#N)C(c2ccc(C)cc2)C2=C(CCCC2=O)N1 (stereo not given) | i | i
CC(C)NC(=O)CSc1nnc(-c2ccco2)n1N | i | i
Cc1ccc(-n2ccnc(SCC(=O)NC3CCCCC3)c2=O)cc1F | i | i
CCCc1noc2c1/C(=N\O)CCC2 | i | i
COc1cccc(NC(=O)CSc2ncnc3c2oc2ccccc23)c1 | i | i
CCN1CCCC1CNc1ncnc2c1[nH]c1ccc(Cl)cc12 (stereo not given) | i | i

Other records:
compound | CHT PAM | CHT block
Cc1ccccc1CNC(=O)C1CCCN(c2nnc(C)c3c(C)n(-c4ccccc4)nc23)C1 (stereo not given) | i | i
CCC(=O)Nc1cc(C(=O)OCc2ccc(C(=O)Oc3ccccc3)cc2)ccc1C | i | i
O=C(CNS(=O)(=O)c1ccc(Cl)cc1)NNC(=O)c1cccnc1 | i | i
O=C(COc1ccc(Cl)cc1)NCc1nnc(SCC(=O)c2ccccc2)o1 | i | i
Cc1c(C(=O)OCC(=O)N2CC(C)CC(C)C2)oc2ccccc12 (stereo not given) | i | i
O=C(Nc1ccc(NC(=O)C23CC4CC(CC(C4)C2)C3)cn1)c1ccco1 | i | i
CC(=O)NC(CCS(C)(=O)=O)C(=O)Nc1nc(C)cs1 (stereo not given) | i | i
O=C(NCCCN1CCOCC1)c1cnccn1 | i | i
Cc1ccc(C(=O)N2CCC(Cc3ccccc3)CC2)cc1[N+](=O)[O-] | i | i
CCN1CCN(CCNC(=O)c2ccc(CS(=O)(=O)c3ccccc3C)o2)CC1 | i | i
CCN(CC)S(=O)(=O)c1cccc(C(=O)Nc2nnc(C)s2)c1 | i | i
COc1ccc(CNC(=O)C2CCCN(S(=O)(=O)c3ccc(-n4cnnn4)cc3)C2)cc1 (stereo not given) | i | i
CC(C)(C)c1nnc(NC(=O)COc2ccc3c(c2)OCO3)s1 | i | i
CC(C)(C)NC(=O)c1ccc2nccnc2c1 | i | i
O=C1NCCCC1C(=O)Nc1ccccn1 (stereo not given) | i | i
O=C(O)c1ccc(CNC(=O)c2ccc(C(F)(F)F)cc2)cc1 | i | i
COc1ccccc1OCc1ccc(C(=O)NCC(C)C)o1 | i | i
O=C(N/N=C/c1cccc([N+](=O)[O-])c1)C1CC(=O)N(c2ccc(Cl)cc2)C1 (stereo not given) | i | i
COCCN(C(=O)COC(=O)/C=C/c1ccccc1Cl)c1c(N)n(Cc2ccccc2)c(=O)[nH]c1=O | i | i
Cc1ccc(Cn2nc(C)c(NC(=O)c3cc(-c4ccc5c(c4)OCO5)on3)c2C)cc1 | i | i
CC(=O)C1=C(C)Nc2cc(C(F)(F)F)ccc2S1 | i | i
O=C(O)C1C2C=CC3(CN(C4CCCC4)C(=O)C13)O2 (stereo not given) | i | i
CCCCOc1ccc(NC(=O)C2OC3OC(C)(C)OC3C3OC(C)(C)OC23)cc1 (stereo not given) | i | i
Cc1ccc(S(=O)(=O)NCC(c2ccco2)N2CCOCC2)cc1 (stereo not given) | i | i
O=C(/C(=N\Nc1ccc([N+](=O)[O-])cc1)Sc1nnnn1-c1ccccc1)c1ccccc1 | i | i
O=C1CC(C(=O)Nc2cccc(F)c2)n2c(nc3ccccc32)N1 (stereo not given) | i | i
NC(=O)C(=O)N/N=C1\CCc2ccccc21 | i | i
CC(C)Oc1ccc(N2CC(C(=O)NC3=NCCS3)CC2=O)cc1 (stereo not given) | i | i
CC(C)N(Cc1nc(COc2ccccc2)no1)Cc1nccn1C | i | i
O=C(CCCn1c(=O)c2ccccc2n(CC(=O)NCc2ccco2)c1=O)NCc1ccco1 | i | i

(more compounds)
compound | CHT PAM | CHT block
CN(C)S(=O)(=O)c1ccc(NC(=O)Cn2ccsc2=N)cc1 | i | i
C=CCNc1nc(NCc2ccccc2)nc(OCC)n1 | i | i
CCN(CC(=O)Nc1ccc2c(c1)OCCO2)CC(=O)Nc1ccc2c(c1)OCO2 | i | i
CCOc1ccc(CCNS(=O)(=O)c2ccc(-c3ccc(=O)[nH]n3)o2)cc1OCC | i | i
Cc1cc(N2CCCC(C(=O)Nc3cccc4ccccc34)C2)n2ncnc2n1 (stereo not given) | i | i
O=C(C1=C[C@@H](C2CCCCC2)C[C@@H](OCc2ccc(CO)cc2)O1)N1CCN(Cc2ccccc2)CC1 | i | i
Cc1cc(C(=O)N(C)CC(=O)Nc2cccc(F)c2)no1 | i | i
COc1ccc(N(C)C(=O)CN(C)S(=O)(=O)c2ccc3c(c2)c(=O)n(C)c(=O)n3C)c(OC)c1 | i | i
Nn1c(=S)[nH]c2sc3c(c2c1=O)CCCC3 | i | i
COc1cc(/C=N/NC(=O)c2sc3nc(C)cc(C)c3c2N)ccc1O | i | i
COC(=O)[C@@]1(Cc2ccc(OC)cc2)[C@H]2c3cc(C(=O)N(C)C)n(CCSCCO)c3C[C@H]2CN1C(=O)c1ccccc1 | i | i
O=C(OCc1cc2ccccc2[nH]c1=O)c1cccnc1 | i | i
CC(Oc1ccc(Br)cc1)C(=O)Nc1ccncc1 (stereo not given) | i | i
CS(=O)c1ccccc1-c1nc(-c2cccc(Cl)c2)no1 (stereo not given) | i | i
O=C(Nc1cccc(NC(=O)c2ccco2)c1)c1cccc(Br)c1 | i | i
COc1cc(CCC(=O)NNC(=O)c2ccc(C)cc2)cc(OC)c1OC | i | i
c1ccc(-c2cc3c(N4CCCC4)ncnc3s2)cc1 | i | i
Cc1nc(C(=O)NC2CC2)sc1C1(C)CC(c2cccc([N+](=O)[O-])c2)=NO1 (stereo not given) | i | i
O=C(CCCOc1ccccc1)Nc1ccncc1 | i | i
COc1ccc(NC(=O)Cn2nnc(-c3ccccc3NC(=O)C3CC3)n2)cc1 | i | i
Fc1ccc(-n2cc(-c3ccccc3)c3c(N4CCOCC4)ncnc32)cc1 | i | i
CCCC(=O)OCC(=O)Nc1ccc(N=Nc2ccccc2)cc1 | i | i
Cc1c(NS(=O)(=O)c2ccc(N3CCN(C)CC3)c([N+](=O)[O-])c2)c(=O)n(-c2ccccc2)n1C | i | i
COc1ccc(S(=O)(=O)N2CCOCC2)cc1NC(=O)CSc1n[nH]c(C(C)C)n1 | i | i
CCCS(=O)(=O)c1cnc(C2COc3ccccc3O2)nc1N (stereo not given) | i | i
CCOC(=O)N1CCN(CC(=O)c2c(C)[nH]c3ccccc23)CC1 | i | i
CCOc1ccc(C(=O)C2CCN(C(=O)c3ccc([N+](=O)[O-])cc3)CC2)cc1 | i | i
Cc1ccc(C)c(NC(=O)C(=O)NCCCN2CCOCC2)c1 | i | i
COc1ccc(Nc2nnc(SCc3cc([N+](=O)[O-])cc4c3OCOC4)s2)cc1 | i | i
OC[C@H]1O[C@@H](n2cnc3c(Nc4ccccc4)ncnc32)[C@H](O)[C@@H]1O | i | i
Cc1cc2cc(CNC(=O)Cc3cccs3)ccc2n1C | i | i
CCCCNC(=O)NS(=O)(=O)c1ccc(C(=O)OC(C)C)o1 | i | i

Assay outcomes from PubChem BioAssay.
